# GlmU inhibition = inhibition of mycobacterial GlmU enzyme – biochemical, glucosamine-1-phosphate acetyltransferase (AID 1376); Bifunctional protein GlmU (Mycobacterium tuberculosis (strain ATCC 25618 / H37Rv)); M. tuberculosis GlmU acetyltransferase enzyme assay; higher % means a stronger effect; inhibition, %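 (tested at 30 µM in the primary screen)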, or IC50 in µM where a hit was titrated; 220,000 tested, 0.25% active; in the data active = inhibition above about 13%;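 also: 0% = complete reaction with vehicle and 100% = reaction without substrate; strong numbers were not always called active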
# Mtb RmlCD inh = M. tuberculosis RmlC/RmlD coupled enzyme inhibitors, primary screen, biochemical, compound mixtures, 384-well, from 1536-well plates. dTDP-4-dehydrorhamnose reductase (Mycobacterium tuberculosis (strain ATCC 25618 / H37Rv)) …. RmlC+RmlD coupled enzyme assay, percent inhibition; primary screen in compound mixtures. inhibition, % at 3.6 µM. 160,000 tested, 0.03% active; in the data active = inhibition mostly above about 34%, no sharp cut-off; also: some results filed as inactive read as strong as hits
# Target sequence (P9WH09 whole entry, looked up): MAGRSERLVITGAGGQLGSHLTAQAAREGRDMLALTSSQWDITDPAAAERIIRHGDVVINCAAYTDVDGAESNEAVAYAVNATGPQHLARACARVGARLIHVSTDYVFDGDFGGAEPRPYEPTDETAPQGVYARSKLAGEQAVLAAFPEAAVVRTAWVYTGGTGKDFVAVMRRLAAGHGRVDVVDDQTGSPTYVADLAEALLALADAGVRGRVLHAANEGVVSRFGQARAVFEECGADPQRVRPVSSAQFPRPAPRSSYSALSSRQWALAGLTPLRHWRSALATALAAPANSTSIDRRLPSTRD
# Target sequence (P9WH11 whole entry, looked up): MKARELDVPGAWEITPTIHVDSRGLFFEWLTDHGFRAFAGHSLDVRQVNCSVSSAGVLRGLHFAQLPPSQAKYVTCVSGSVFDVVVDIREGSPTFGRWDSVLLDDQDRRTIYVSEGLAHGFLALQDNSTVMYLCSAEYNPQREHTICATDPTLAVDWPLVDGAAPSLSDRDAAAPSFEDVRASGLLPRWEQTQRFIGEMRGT
# Numbers without * were called inactive; / = no result given. This is a subset. The share of hits here may be higher or lower than overall.
SMILES,GlmU inhibition,Mtb RmlCD inh
O=C(CN1C2=NCCN2c2ccccc21)C12CC3CC(CC(C3)C1)C2,1.5%,/
COc1ccc(/C=C/C(=O)NCc2ccccn2)cc1,-8.7%,55
O=C(O)c1ccccc1-n1ncc2c1/C(=C/c1ccc(Cl)cc1)CC2,0.1%,9
Cc1cc(C)n(CC(O)COc2cccc(OCC(O)Cn3nc(C)cc3C)c2)n1 (stereo unspecified),1.8%,102
CC(Sc1ccc(Cl)cc1)C(=O)Nc1ccccc1-c1ccccc1 (stereo unspecified),5.3%,-11
CCCCn1c(SCC(=O)NCCOC)nc2ccc(N3CCOCC3)cc2c1=O,1.7%,-5
C=CCn1c(-c2ccc(C)cc2)nc2ccccc21,2.8%,10
CCN1CCc2nc(NC(=O)Cc3ccc4c(c3)OCCO4)sc2C1,-5.1%,/
O=C(NC(Cc1ccccc1)C(=O)O)c1ccc(S(=O)(=O)N2CCCC2)cc1 (stereo unspecified),4.4%,-12
O=C(NNc1cccc(Cl)n1)Nc1cccc(C(F)(F)F)c1,4.1%,0
CC12COC3(C(=O)Nc4ccc5ccccc5c4)CC1CCC32C (stereo unspecified),-4.4%,4
CN1CCC(N(C)C(=O)COc2ccc(S(=O)(=O)N3CCOCC3)cc2)CC1,-3.0%,8
O=C1/C(=C/c2cccnc2)Oc2cc(OS(=O)(=O)c3ccc(F)cc3)ccc21,-5.0%,-7
COc1ccccc1N1CCN(C(=O)CSc2nc(-c3ccccc3)cc(=O)[nH]2)CC1,1.0%,11
Cn1c(SCC(=O)c2ccccc2)nnc1C1CC1,-7.8%,-85
O=c1c2c3c(sc2nc2n1CCCCC2)CCC3,-2.7%,/
C=CCN(CC=C)CCOc1cccc(Oc2ccccc2)c1,-3.2%,-6
COc1ccccc1NC(=O)Nc1ccc2c(c1)nnn2C,-0.2%,/
O=C(Oc1cccc(N2C(=O)CCC2=O)c1)C1CC(=O)N(c2ccc(F)cc2)C1 (stereo unspecified),-2.8%,/
COc1cccc(N2C(=O)CC(N3CCN(C(=O)c4ccco4)CC3)C2=O)c1 (stereo unspecified),2.1%,-10
Cc1ccc(Oc2ncccc2COC(=O)Nc2ccccc2C)cc1,/,-1
O=[N+]([O-])CC(=Nc1ccc(F)cc1)N/N=C\c1oc(O)c2ccccc12,1.9%,-6
COC(=O)CCN(C(=O)C1C2CC3CC(C2)CC1C3)c1ccccn1 (stereo unspecified),-2.5%,-1
Cc1nn(-c2ccccc2)c2c1C(c1ccc(F)cc1)C(C#N)=C(N)O2 (stereo unspecified),3.9%,/
Cc1cccn2c(=O)c(/C=C(\C#N)C(N)=O)c(N3CCN(Cc4ccc5c(c4)OCO5)CC3)nc12,-4.2%,8
O=C1CCCN1CC(CN1CCOCC1)Sc1nnnn1-c1ccccc1 (stereo unspecified),1.6%,/
CCCCN(CC)C(=O)Cc1c(C(=O)O)[nH]c2ccc(Cl)cc12,7.2%,-7
Cc1c(NC(=O)CSCc2c(F)cccc2Cl)c(=O)n(-c2ccccc2)n1C,-3.0%,1
O=C(Cn1cc(S(=O)(=O)Cc2ccccc2)c2ccccc21)Nc1ccccc1,5.5%,63
CCS(=O)(=O)c1ccc(O)c(NC(=O)COc2ccc(Br)cc2)c1,-1.8%,9
O=c1c2ccccc2nc(/C=C/c2ccc(F)cc2)n1-c1ccccn1,-0.4%,-18
COc1ccc(NC(=O)CC2C(=O)N(c3ccc(OC)cc3)C(=O)N2C(C)C)cc1 (stereo unspecified),0.0%,12
CCOC(=O)C1CCN(C(=O)Nc2cccc(OC)c2)CC1,0.5%,1
Cc1ccc(CN2CCN(/N=C\C=C\c3ccccc3)CC2)cc1,4.8%,2
CN(Cc1ccno1)Cc1cn(Cc2ccccc2)nc1-c1ccc2c(c1)OCO2,4.5%,2
O=S(=O)(NCc1ccc2c(c1)OCO2)c1cccc(S(=O)(=O)N2CCOCC2)c1,6.1%,8
Brc1cccc(OCCn2ccnc2)c1,-2.9%,1
O=C(N/N=C/c1cc(Cl)cc([N+](=O)[O-])c1O)c1cc(-c2ccccn2)nc2ccccc12,2.0%,/
COC(C[C@@H]1O[C@H]1C(=O)[C@@H](C)OCc1ccccc1)OC,-2.2%,/
CNC(=O)c1oc(-c2ccccc2)nc1C,-3.0%,9
Cc1c(Cl)cnc(NC(=O)COC(=O)Cc2coc3ccc4ccccc4c23)c1Cl,2.3%,/
CCOc1ccc(NC(=O)CCS(=O)(=O)c2ccc3c(c2)CCCN3C(C)=O)cc1,-0.8%,11
O=C(CSc1ccc(-c2nc3ccccc3[nH]2)cn1)Nc1ccc(S(=O)(=O)NC2CC2)cc1,1.0%,5
O=C(COc1ccccc1[N+](=O)[O-])NCc1cccnc1,0.9%,3
Cc1c(C(=O)O)cccc1-c1ccc(/C=N/Nc2ccc(Br)cc2)o1,9.9%,4
Cn1c(SCc2nc3ccccc3[nH]2)nnc1-c1cccs1,4.1%,5
COc1ccc(CNC(=O)C2COc3ccccc3O2)c(OC)c1 (stereo unspecified),/,14
CCNC(=O)c1ccccc1-c1nc(-c2ccccc2Cl)no1,4.5%,/
N#CCC(=O)NCCCOC(=O)Nc1ccc(Cl)c(Cl)c1,-1.8%,/
Cn1nnnc1SCc1cn2cccnc2n1,0.9%,-7
CCN1CCN(c2cc(C)c3cc(NC(=S)N4CCN(c5ccccc5F)CC4)ccc3n2)CC1,1.0%,9
COc1ccc(-n2c(SCC(=O)O)nnc2-c2ccc(NC(=O)c3ccccc3)cc2)cc1,12%,5
CC1CCCN(C(=O)CSCC(=O)N=c2sc3ccccc3n2C)C1 (stereo unspecified),1.7%,1
Cc1ccc(-c2c(C#N)c(N)nc3c2CCCC3)o1,-4.2%,-2
O=C(Nc1ccc(CN2CCCCC2)cc1)c1cccc(Br)c1,-8.2%,-9
Cc1c(NS(=O)(=O)c2ccc3nc(COc4ccccc4Cl)[nH]c3c2)c(=O)n(-c2ccccc2)n1C,0.9%,9
Nc1nnc(SCC(=O)OCC(=O)Nc2ccc(Br)cc2)s1,-5.9%,9
COC(=O)c1c(C)cc(O)c(C=O)c1O,-2.4%,/
Cc1ccc(S(=O)(=O)N2CCN(S(=O)(=O)c3ccccc3)C2)cc1,/,-4
Cc1cccc(NC(=S)NC2CCCC2)c1,-2.9%,-9
# Continued.
SMILES,GlmU inhibition,Mtb RmlCD inh
C=CCn1c(SCC(=O)N2CC(=O)Nc3ccccc32)nc2scc(-c3ccccc3)c2c1=O,-1.4%,/
CC(C)CC(=O)Nc1ccc(-c2cn3ccsc3n2)cc1,0.7%,-5
Cc1c(C(=O)Nc2ccccc2)sc2nc[nH]c(=O)c12,0.8%,-6
O=C(CSc1nc2ccccc2n1CC(=O)N1CCOCC1)N1CCCC1,2.5%,/
COc1cc(/C=N/N2CCOCC2)ccc1OCc1ccccc1,3.9%,-4
CCOC(=O)C(NC(=O)NCc1ccc(OC)cc1)(OCC)C(F)(F)F (stereo unspecified),-2.7%,-2
CC(CN1CCCC1)OC(=O)COc1ccccc1 (stereo unspecified),1.0%,/
CC1(N2CCOCC2)C(=O)c2ccccc2C1=O,0.7%,6
Cc1ccc(NC(=O)C[n+]2ccn(C3=C([O-])c4ccccc4C3=O)c2)cc1,5.0%,-4
O=C(NCC1CCCO1)c1cccc(F)c1 (stereo unspecified),1.3%,6
CC(NC(=O)OCc1ccccc1)C(=O)OCN1C(=O)c2ccccc2C1=O (stereo unspecified),3.4%,/
O=C(COc1cccc(Br)c1)N/N=C1\CCCc2ccccc21,-4.9%,6
O=S(=O)(N/N=C\c1cn(-c2ccccc2)nc1-c1ccccc1)c1ccccc1,-4.1%,36
COc1ccc(-c2[nH]ncc2/C=C(\C#N)C(=O)NC2CC2)cc1,2.6%,-1
COc1ccc(Cn2nnnc2C(c2cccs2)N2CCSCC2)cc1 (stereo unspecified),2.7%,-3
CSC1=N/C(=C\c2cccnc2)C(=O)N1c1ccccc1,4.9%,24
COc1ccc(CN2CCN(C(=O)CC(C)C)CC2)c2ccccc12,/,-2
CCOC(=O)c1nnn(CC(=O)NC(=O)Nc2cccc(CC)c2)c1C(=O)OCC,-1.0%,-5
CN1C(=O)N(C)C(NC(=O)Nc2ccccc2)C1NC(=O)Nc1ccccc1 (stereo unspecified),6.0%,/
CC(C)OC(=O)/C(C#N)=C/c1ccc(-c2ccc(SC(F)F)cc2)o1,4.2%,-11
CCC(C)NC(=O)C(NS(=O)(=O)c1cccc2nsnc12)c1ccccc1 (stereo unspecified),/,4
Brc1c(CSc2nncn2-c2ccccc2)nc2sccn12,0.7%,9
CCCC(=O)Nc1ccc(C(=O)NNC(=S)NC(=O)c2cccs2)cc1,-1.1%,13
Cc1c(C(=O)Nc2ccncc2)oc2ccccc12,-12%,/
Cc1ccc(CC2CC(=O)N(c3ccc(C)cc3)C2=O)cc1 (stereo unspecified),0.4%,2
Cc1csc(NC(=O)CSc2nnc(C)c(=O)n2N)n1,-7.3%,-4
c1cc2c(cc1Nc1nc(-c3ccc4c(c3)OCO4)cs1)OCCO2,5.9%,1
Cc1nc(NC(=O)c2cc(-n3cnnc3)ccc2Cl)ccc1Br,1.2%,/
CS(=O)(=O)N(C(=O)NC(=O)NC1CCS(=O)(=O)C1)C1CCCCC1 (stereo unspecified),-0.5%,6
COc1ccc(S(=O)(=O)N2CCN(C(=O)[C@@H]3CCC(=O)N3C3OC(=O)c4ccccc43)CC2)cc1 (stereo partly specified),2.0%,5
COc1ccccc1OCc1nnc(SCC(=O)NCc2ccco2)n1Cc1ccco1,2.9%,3
COc1ccc(CC(NC(C)=O)C(=O)NC2CCN(c3c4c(nc5ncnn35)CCC4)CC2)cc1 (stereo unspecified),-1.1%,/
Cc1[nH]c2ccccc2c1C(=O)CNc1nccs1,-0.8%,10
S=C(NC1CCCCC1)N1CCN(Cc2ccccc2)CC1,1.4%,-4
COC(=O)c1ccc(OCC(O)CN(CCO)CC(O)Cn2ccc3ccccc32)cc1 (stereo unspecified),-1.6%,7
O=C(Nc1ccc(N2CCCC2)cc1)c1ccc(Br)o1,-6.9%,/
O=C(Nc1nc2ccc(Cl)cc2s1)c1ccc(N2CCCCC2)c([N+](=O)[O-])c1,-4.8%,/
CC(=O)C1=C(C)NC(=S)NC1c1cccc([N+](=O)[O-])c1 (stereo unspecified),-2.8%,-11
Cc1occc1-c1nnc(-c2cc([N+](=O)[O-])cc([N+](=O)[O-])c2)o1,3.2%,8
O=S(=O)(c1ccc(NC(=S)NN=C2CCCCC2)cc1)N1CCOCC1,-1.2%,24

# A draw from above in order of length of the SMILES, smallest number first:
SMILES,GlmU inhibition,Mtb RmlCD inh
Cc1c(C(=O)Nc2ccncc2)oc2ccccc12,-12%,/
Cc1[nH]c2ccccc2c1C(=O)CNc1nccs1,-0.8%,10
S=C(NC1CCCCC1)N1CCN(Cc2ccccc2)CC1,1.4%,-4
Brc1c(CSc2nncn2-c2ccccc2)nc2sccn12,0.7%,9
Cc1ccc(CC2CC(=O)N(c3ccc(C)cc3)C2=O)cc1 (stereo unspecified),0.4%,2
Cc1nc(NC(=O)c2cc(-n3cnnc3)ccc2Cl)ccc1Br,1.2%,/
c1cc2c(cc1Nc1nc(-c3ccc4c(c3)OCO4)cs1)OCCO2,5.9%,1
CC(=O)C1=C(C)NC(=S)NC1c1cccc([N+](=O)[O-])c1 (stereo unspecified),-2.8%,-11
COc1ccccc1OCc1nnc(SCC(=O)NCc2ccco2)n1Cc1ccco1,2.9%,3
CCC(C)NC(=O)C(NS(=O)(=O)c1cccc2nsnc12)c1ccccc1 (stereo unspecified),/,4
CS(=O)(=O)N(C(=O)NC(=O)NC1CCS(=O)(=O)C1)C1CCCCC1 (stereo unspecified),-0.5%,6
COC(=O)c1ccc(OCC(O)CN(CCO)CC(O)Cn2ccc3ccccc32)cc1 (stereo unspecified),-1.6%,7
O=C(Nc1nc2ccc(Cl)cc2s1)c1ccc(N2CCCCC2)c([N+](=O)[O-])c1,-4.8%,/
COc1ccc(CC(NC(C)=O)C(=O)NC2CCN(c3c4c(nc5ncnn35)CCC4)CC2)cc1 (stereo unspecified),-1.1%,/
COc1ccc(S(=O)(=O)N2CCN(C(=O)[C@@H]3CCC(=O)N3C3OC(=O)c4ccccc43)CC2)cc1 (stereo partly specified),2.0%,5

# More entries:
SMILES,GlmU inhibition,Mtb RmlCD inh
COc1cc(NC(=O)c2cc3ccccc3o2)c(OC)cc1Cl,0.2%,-3
COc1ccc(NC(=O)CN2CCN(CC(=O)Nc3ccc4c(c3)OCO4)CC2)cc1,-0.5%,7
CCn1nc(NC(=O)Cc2ccc(OC)cc2)c2cc3cccc(C)c3nc21,6.1%,-10
Cc1ccc(C(=O)NC(=S)Nc2ccccc2C)cc1,0.2%,13
COc1ccc(/C=C/C(=O)c2ccc(OC)cc2O)cc1,2.2%,/
CN(c1ccccc1C(=O)Nc1ccc(S(=O)(=O)N2CCOCC2)cc1)S(=O)(=O)c1ccccc1,-2.2%,-3
Cc1cccc(Cn2c(Cc3ccccc3)nc3ccccc32)c1,1.3%,-13
COc1ccccc1N(C1=NCCCS1)S(=O)(=O)c1ccc(C(C)(C)C)cc1,-3.1%,/
CCOc1cccc(C(=O)N(Cc2ccc(F)cc2)C2CCS(=O)(=O)C2)c1 (stereo unspecified),3.6%,13
COc1ccccc1NC(=O)Nc1cc(NC(=O)Nc2ccccc2OC)c(C)nc1C,-4.1%,-5
O=C(COCc1nc2ccccc2c(=O)[nH]1)NCC1CCCCC1,-2.7%,/
Cc1cc(C(=O)CN2C(=O)C(=O)N(CC(C)C)C2=O)c(C)n1-c1ccccc1F,-1.0%,/
Cc1ccc(C(=O)N/C(=C/c2ccc(F)cc2)C(=O)NCc2ccncc2)cc1,0.9%,/
COc1cccc(CNCc2ccc(C(=O)O)cc2)c1OC,5.0%,-12
